NCOA1 inh = human NCOA1 inhibition | HEK293 GAL4-SRC1 luciferase reporter, luminescence | inhibition, % at 3.6 µM | 0.12% of 360,000 active;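 active = inhibition above the campaign mean plus 3 SD, with each screening campaign given its own cutoff, cut at about 60% in these data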;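 note: 0% = DMSO treated cells and 100% = gossypol at 36 µM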
TWEAK Fn14 block = inhibitors of TWEAK-Fn14 interaction signaling. TWEAK-stimulated Fn14 reporter cells, luciferase luminescence, 8 h. inhibition, % at 10 µM. 2% of 360,000 active. AID 1159606; in the data active = inhibition above about 50%
LMP1 NFkB inh = Epstein-Barr LMP1 NF-kappaB reporter inhibition; LMP1-induced NF-kappaB luciferase reporter cells, luminescence; 0.69% of 350,000 active; inhibition, % at 12.5 µM; in the data active = inhibition above about 41%;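 note: 0% = neutral control wells and 100% = reference inhibitor control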
TROY NFkB inh = inhibitors of TROY-dependent NF-kB signaling. Q293 LMP1-TROYcd NF-kB luciferase reporter, 4 h. inhibition, % at 10 µM. 0.98% of 360,000 active. AID 1347056;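 active = compounds whose plate-normalised and pattern-corrected inhibition of the luciferase reporter signal at the single screening dose is 50% or more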
C8 TRAIL sens = caspase-8 TRAIL sensitization. NB7+C8 cells + TRAIL, ATPlite viability luminescence. inhibition (viability loss, TRAIL sensitization), % at 10 µM. 1% of 360,000 active. AID 624354;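 active = compounds causing at least 50% loss of cell viability in the single-dose screen, relative to plate controls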
NR5A2 inv ag = inverse agonists of human LRH-1 (NR5A2) | 0.13% of 360,000 active | HEK293T StAR-luciferase reporter, LRH-1 transfected, 24 h | O00482 | AID 602396 | inhibition, % at 3.6 µM;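 active = inhibition above the mean inhibition of all tested compounds plus 3 SD, cut at about 73% in these data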;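 note: 0% = DMSO wells and 100% = reporter-only cells lacking LRH-1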
NCOA3 inh = inhibitors of human steroid receptor coactivator 3 (SRC3); AID 588352; 0.17% of 360,000 active; inhibition, % at 3.6 µM; HEK293 GAL4-SRC3 luciferase reporter, luminescence;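 active = inhibition above a per-campaign cutoff, the mean of all compounds plus 3 SD, cut at about 60% in these data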;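 note: 0% = DMSO-treated cells and 100% = gossypol-treated cells at 36 µM; higher means less SRC3-driven luciferase light from the GAL4 reporter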
Target sequence (Q9Y6Q9 whole entry, looked up, the tested form may be a part): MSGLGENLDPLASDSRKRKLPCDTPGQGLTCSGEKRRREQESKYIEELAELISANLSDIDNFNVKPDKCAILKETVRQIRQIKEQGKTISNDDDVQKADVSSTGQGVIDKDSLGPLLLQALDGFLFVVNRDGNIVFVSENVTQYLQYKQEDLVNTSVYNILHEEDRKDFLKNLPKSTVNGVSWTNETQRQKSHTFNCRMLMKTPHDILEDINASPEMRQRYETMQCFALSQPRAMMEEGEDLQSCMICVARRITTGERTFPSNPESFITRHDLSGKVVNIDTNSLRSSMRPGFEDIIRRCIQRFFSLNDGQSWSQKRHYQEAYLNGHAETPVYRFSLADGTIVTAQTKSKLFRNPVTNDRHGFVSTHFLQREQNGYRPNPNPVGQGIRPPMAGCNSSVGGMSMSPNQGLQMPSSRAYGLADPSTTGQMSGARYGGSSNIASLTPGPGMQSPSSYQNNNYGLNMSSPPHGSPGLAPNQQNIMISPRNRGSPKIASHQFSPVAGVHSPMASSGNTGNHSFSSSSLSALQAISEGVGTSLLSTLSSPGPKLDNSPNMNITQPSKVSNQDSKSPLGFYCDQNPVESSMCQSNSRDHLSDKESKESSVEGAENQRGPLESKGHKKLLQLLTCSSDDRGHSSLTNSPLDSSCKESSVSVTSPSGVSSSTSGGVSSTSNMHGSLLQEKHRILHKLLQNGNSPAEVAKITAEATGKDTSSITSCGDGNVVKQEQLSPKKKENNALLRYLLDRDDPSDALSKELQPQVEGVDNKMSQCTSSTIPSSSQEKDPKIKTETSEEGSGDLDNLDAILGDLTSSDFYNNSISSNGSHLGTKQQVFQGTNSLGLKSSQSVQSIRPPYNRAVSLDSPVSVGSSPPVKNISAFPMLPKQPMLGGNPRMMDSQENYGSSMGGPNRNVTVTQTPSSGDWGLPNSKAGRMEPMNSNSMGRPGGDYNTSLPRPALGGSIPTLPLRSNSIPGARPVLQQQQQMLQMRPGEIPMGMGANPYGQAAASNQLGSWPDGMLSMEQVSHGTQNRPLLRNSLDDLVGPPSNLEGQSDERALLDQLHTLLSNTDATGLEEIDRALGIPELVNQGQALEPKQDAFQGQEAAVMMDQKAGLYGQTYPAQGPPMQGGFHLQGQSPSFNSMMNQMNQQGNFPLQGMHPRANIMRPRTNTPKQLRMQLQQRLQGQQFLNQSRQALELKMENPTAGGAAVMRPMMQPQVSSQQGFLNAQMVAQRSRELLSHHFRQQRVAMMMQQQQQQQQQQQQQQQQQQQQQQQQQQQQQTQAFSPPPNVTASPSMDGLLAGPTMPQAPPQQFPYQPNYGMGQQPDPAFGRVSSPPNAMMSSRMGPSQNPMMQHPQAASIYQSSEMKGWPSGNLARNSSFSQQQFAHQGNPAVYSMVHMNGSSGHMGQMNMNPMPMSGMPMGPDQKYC
COUP-TFII inh = blocks human COUP-TFII nuclear receptor; HEK293T NGFI-A luciferase reporter, luminescence; 0.7% of 370,000 active; inhibition, % at 8.6 µM; P24468; AID 686940;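 active = inhibition above a per-plate cutoff, mean inhibition of test wells between control levels plus 3 SD, cut at about 38% in these data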;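 note: cells cotransfected with COUP-TFII expression vector driving the NGFI-A reporter; 0% = median of COUP-TF2 test wells and 100% = reporter-only cells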
KKLEB tox = counter-screen for CF NF-kB inhibitors: cytotoxicity; KKLEB CF airway cells viability, ATPlite luminescence, overnight; hits give low values; cells stimulated with P. aeruginosa culture filtrate; activity change (cytotoxicity), % at 5 µM; 0.36% of 360,000 active;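 active = corrected activity change at or below -50% at 5 µM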
NCOA2 inhibitor = human SRC2 (NCOA2) inhibition; inhibition, % at 9 µM; HEK293 GAL4-SRC2 luciferase reporter, luminescence; Q15596; 0.17% of 370,000 active;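 active = inhibition above the mean inhibition of all tested compounds plus 3 SD, set per campaign, cut at about 52% in these data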;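 note: 0% = DMSO treated cells and 100% = cells given Gossypol at 36 µM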
CF NFkB block = inhibitors of cystic fibrosis induced NF-kB; KKLEB NF-kB-GFP reporter, PAF-induced, GFP fluorescence overnight; inhibition, % at 5 µM; 0.86% of 360,000 active; AID 588850;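 active = at least 50% inhibition at 5 µM, scaled per plate between neutral and stimulator controls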;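 note: PAF is a Pseudomonas aeruginosa culture filtrate used as stimulus; plate controls were PAF-stimulated DMSO wells for no effect and unstimulated DMSO wells for full effect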
An asterisk follows results filed as active; . = not tested or not shown.

SMILES	NCOA1 inh	TWEAK Fn14 block	LMP1 NFkB inh	TROY NFkB inh	C8 TRAIL sens	NR5A2 inv ag	NCOA3 inh	COUP-TFII inh	KKLEB tox	NCOA2 inhibitor	CF NFkB block
CN1CCN(c2ccccc2NC(=O)COc2ccc(C3CCCCC3)cc2)CC1	6	-18	5	-11	16	6	0	10	-7	-20	18
O=C(Cn1nc(-c2ccc(F)cc2)ccc1=O)Nc1ccc2c(c1)OCCO2	14	45	3	-18	2	5	-12	-16	7	5	-1
COc1ccccc1CCNC(=O)COc1cccc2c1OC(C)(C)C2	14	-12	-2	17	-15	-9	10	24	13	5	1
Cc1ccc(C(=O)Cn2nnc3ccccc32)cc1[N+](=O)[O-]	-98	-22	-10	-20	6	-42	-33	-12	-12	-22	12
Nc1ccc(-c2cc(-c3cccc(N)c3)nc(-c3ccccc3)n2)cc1	-8	0	1	4	-4	4	2	-1	-3	2	20
O=c1c2c(n3cnnc3n1-c1ccccc1)-c1ccccc1CC21CCCC1	10	-5	1	2	-9	21	1	13	-2	26	17
O=C(Cc1ccccc1)NC(=S)Nc1ccc(OC(F)F)cc1	-20	0	-5	-27	-10	-11	-4	-6	2	-12	-9
CCOC(=O)c1c(NC(=O)CSc2nc3c(c(=O)n(C)c(=O)n3C)n2C(C)C)sc(C)c1C	-11	-31	4	12	-4	7	-19	11	-10	4	-6
Cc1cccc(OCC(=O)Nc2ccccc2N2CCCC2)c1C	4	0	-16	-7	-12	-25	-9	2	-8	6	-1
Cc1nc2ccccc2c2c1CC(C(C)(Cl)Br)O2 (stereo not drawn)	17	7	18	27	22	24	23	54*	-5	35	25

One compound at a time (already shown). Order of screens: NCOA1 inh	TWEAK Fn14 block	LMP1 NFkB inh	TROY NFkB inh	C8 TRAIL sens	NR5A2 inv ag	NCOA3 inh	COUP-TFII inh	KKLEB tox	NCOA2 inhibitor	CF NFkB block
`Cc1ccc(C(=O)Cn2nnc3ccccc32)cc1[N+](=O)[O-]` is listed as -98	-22	-10	-20	6	-42	-33	-12	-12	-22	12
`COc1ccccc1CCNC(=O)COc1cccc2c1OC(C)(C)C2` is listed as 14	-12	-2	17	-15	-9	10	24	13	5	1

The listing continues:
SMILES	NCOA1 inh	TWEAK Fn14 block	LMP1 NFkB inh	TROY NFkB inh	C8 TRAIL sens	NR5A2 inv ag	NCOA3 inh	COUP-TFII inh	KKLEB tox	NCOA2 inhibitor	CF NFkB block
Cc1nnc(SCC(=O)Nc2nccs2)n(N)c1=O	1	7	-12	6	7	2	4	0	7	3	-7
COc1cccc(/C=N/NC(=O)C(C)n2nc(C)c([N+](=O)[O-])c2C)c1O (stereo not drawn)	7	-10	2	-58	55*	-4	35	4	0	26	7
O=c1[nH]cccc1-c1nc2ccccc2[nH]1	-36	15	-5	-29	9	-44	-71	-15	4	-56	13
Cc1ccc(S(=O)(=O)N2CCN(C(=O)CN3CCCCC3)C2)cc1	16	-10	1	-35	-1	10	2	-6	4	-6	-14
CC(=O)Nc1ccc(S(=O)(=O)NC(C(=O)O)C(C)C)cc1 (stereo not drawn)	-2	-17	-6	-12	3	13	17	-7	-4	-16	2
C[C@H](NC(N)=O)C(=O)Nc1ccc(OCc2ccccc2)cc1	-58	-23	-15	-51	-2	-93	-42	-26	2	-35	-12
CC(=O)Oc1cc2cccc(OC(C)=O)c(=O)c2c(OC(C)=O)c1OC(C)=O	-43	84*	7	34	33	-4	7	.	-14	.	14
COC(=O)c1ccc(NC(=O)COc2ccc(C3C(C#N)=C(N)Oc4c3ccc3ccccc43)cc2OC)cc1 (stereo not drawn)	6	1	-4	3	-8	-11	1	-1	12	-22	14
CC1=C(C(=O)N(C(C)C)C(C)C)CC(CC(=O)NCc2cccs2)C(=O)N1CCC1=CCCCC1 (stereo not drawn)	17	4	.	-2	-5	1	-19	3	3	7	2
O=C(CC(=O)c1ccccc1)Nc1cc([N+](=O)[O-])ccc1Cl	-7	-17	2	2	16	-8	-22	-9	13	12	11
COc1ccccc1N1CCN(C(=O)CCC(=O)O)CC1	-15	12	-7	-27	-4	9	16	3	2	9	3
COc1ccc(-n2c(SCCC(=O)O)nnc2-c2ccncc2)cc1	-2	-13	4	-4	1	6	9	9	-1	-30	-4
O=C(Nc1ccc(S(=O)(=O)N2CCOCC2)cc1)c1ccco1	-14	2	-3	2	-10	-10	7	-11	-13	-5	14
O=S(=O)(c1ccc(Br)s1)N1CCN(c2ccccn2)CC1	-3	-10	1	-14	8	-15	-1	15	0	-4	4
COc1ccc([N+](=O)[O-])cc1NC(=O)COC(=O)C1CC1	12	17	-4	-2	-1	-12	-14	0	10	-23	-8
CCOc1ccc(C2/C(=C(\O)c3ccc4c(c3)OCCO4)C(=O)C(=O)N2CCCN2CCOCC2)cc1 (stereo not drawn)	7	-2	-8	-3	-10	-18	8	25	1	8	8
COc1ccccc1NS(=O)(=O)c1cc(C(=O)N2CC(C)CC(C)C2)ccc1C (stereo not drawn)	-6	-4	10	-7	0	-10	10	23	-4	0	0
O=S(=O)(c1ccc(Cl)cc1)N1CCN(Cc2ccncc2)CC1	-2	-4	7	-3	3	20	-22	-4	7	-18	-4
CC(C(=O)NCC1(c2ccccc2)CCCC1)N1CCOCC1 (stereo not drawn)	-29	-10	1	4	8	-9	-6	19	-1	-3	6
Cc1cc(NC(=O)c2ccc(C)o2)no1	-15	-2	-2	-13	9	-17	-25	-5	12	-33	-18
O=C(NCC(c1ccc(F)cc1)N1CCOCC1)c1ccco1 (stereo not drawn)	-22	2	-6	0	6	4	9	5	9	-51	-12
C=CCn1c(SCc2ccc(C#N)cc2)nnc1-c1ccc(C)cc1	1	-19	13	36	-7	-5	-2	5	13	11	2
O=C(NCc1ccccc1)c1nc[nH]c1C(=O)N1CCc2ccccc2C1	-13	5	-2	7	-3	-4	8	6	-13	-18	-10
COC(=O)C(C)N(C(=O)c1cccc(Cl)c1)c1c(C)cccc1C (stereo not drawn)	-9	4	1	4	-6	12	8	24	11	-3	17
CSCCC(NC(=O)c1ccccc1Br)C(=O)N1CCC(C)CC1 (stereo not drawn)	-84	3	3	9	-2	1	1	-6	1	19	17
Cc1cccc(OCCNC(=O)c2cc(C3CC3)nc3c2cnn3C(C)C)c1	6	-11	-8	7	-4	4	8	-4	12	11	-8
CCC(=O)N(C)/C=C1\Sc2ccccc2C1=O	-29	-21	76*	12	-11	-18	-36	-5	4	-32	-10
CCCc1cc(=O)oc2cc(C)cc(OCC(=O)NCCCn3ccnc3)c12	17	-3	-1	4	3	4	1	8	7	2	-15
CCc1cccc(NC(=O)CCNS(=O)(=O)c2ccc3c(c2)oc(=O)n3C)c1	-6	0	-3	-12	-9	3	-2	13	-7	5	21
CCOC(=O)CCCNC(=O)c1cncc(O)c1	4	-8	3	-3	-28	13	12	-15	-5	-12	6
CCCn1c(N)c(Sc2ccc(C)cc2)c(=O)n(CCC)c1=O	7	10	-9	-9	-4	3	31	-15	-6	9	7
COC(=O)c1cccc(NC(=O)CSc2nncn2-c2ccccn2)c1	-12	12	-4	2	14	-8	22	15	6	-18	-4
COc1ccccc1CCC(=O)OCC(=O)NC1CCCC1	-7	12	2	-17	-1	10	-24	2	-12	-18	19
CC(=O)N1CCCc2cc(S(=O)(=O)N(C)CCC#N)ccc21	9	-13	-18	8	6	-3	17	2	0	2	2
COC(=O)c1cnc(SCc2ccc(C)cc2)n1C	-24	-30	-2	-37	4	-36	-3	-24	4	-23	11
CCOC(=O)[C@]12CCC=C1N(Cc1ccco1)C(=O)[C@H](CC(=O)NCCCN1CCCC1=O)C2	.	-4	.	9	13	-14	.	4	.	4	.
Nc1nnc(SCc2c(F)cccc2Cl)s1	-43	-19	-10	-6	0	-18	11	8	19	-21	-20
COc1ccc2sc(-c3ccc(SC)cc3)c(/C=C/c3ccc(OC)c(OC)c3)c2c1	-22	-27	-12	-30	-6	1	-14	4	-15	-6	-3
COCCn1c(C)cc(C(=O)Cn2nc(C(=O)O)c3ccccc3c2=O)c1C	-81	69*	-24	42	64*	-192	-55	-38	-18	-49	-18
Cc1ccc(C2CC(=O)NC(SCC(=O)Nc3nccs3)=C2C#N)cc1 (stereo not drawn)	15	5	10	20	0	3	3	-1	14	-9	10
O=C(COC(=O)CCC1CCCC1)Nc1cc(S(=O)(=O)N2CCOCC2)ccc1Cl	-3	-12	7	-14	-18	0	5	-23	-2	-81	12

Sorted by number of heavy atoms (falling): part of the list above
SMILES	NCOA1 inh	TWEAK Fn14 block	LMP1 NFkB inh	TROY NFkB inh	C8 TRAIL sens	NR5A2 inv ag	NCOA3 inh	COUP-TFII inh	KKLEB tox	NCOA2 inhibitor	CF NFkB block
CCOC(=O)[C@]12CCC=C1N(Cc1ccco1)C(=O)[C@H](CC(=O)NCCCN1CCCC1=O)C2	.	-4	.	9	13	-14	.	4	.	4	.
COc1ccc2sc(-c3ccc(SC)cc3)c(/C=C/c3ccc(OC)c(OC)c3)c2c1	-22	-27	-12	-30	-6	1	-14	4	-15	-6	-3
O=C(COC(=O)CCC1CCCC1)Nc1cc(S(=O)(=O)N2CCOCC2)ccc1Cl	-3	-12	7	-14	-18	0	5	-23	-2	-81	12
COCCn1c(C)cc(C(=O)Cn2nc(C(=O)O)c3ccccc3c2=O)c1C	-81	69*	-24	42	64*	-192	-55	-38	-18	-49	-18
O=C(NCc1ccccc1)c1nc[nH]c1C(=O)N1CCc2ccccc2C1	-13	5	-2	7	-3	-4	8	6	-13	-18	-10
Cc1ccc(C2CC(=O)NC(SCC(=O)Nc3nccs3)=C2C#N)cc1 (stereo not drawn)	15	5	10	20	0	3	3	-1	14	-9	10
C=CCn1c(SCc2ccc(C#N)cc2)nnc1-c1ccc(C)cc1	1	-19	13	36	-7	-5	-2	5	13	11	2
COC(=O)C(C)N(C(=O)c1cccc(Cl)c1)c1c(C)cccc1C (stereo not drawn)	-9	4	1	4	-6	12	8	24	11	-3	17
CCCn1c(N)c(Sc2ccc(C)cc2)c(=O)n(CCC)c1=O	7	10	-9	-9	-4	3	31	-15	-6	9	7
COc1ccccc1CCC(=O)OCC(=O)NC1CCCC1	-7	12	2	-17	-1	10	-24	2	-12	-18	19
COC(=O)c1cnc(SCc2ccc(C)cc2)n1C	-24	-30	-2	-37	4	-36	-3	-24	4	-23	11
CCOC(=O)CCCNC(=O)c1cncc(O)c1	4	-8	3	-3	-28	13	12	-15	-5	-12	6
CCC(=O)N(C)/C=C1\Sc2ccccc2C1=O	-29	-21	76*	12	-11	-18	-36	-5	4	-32	-10
Nc1nnc(SCc2c(F)cccc2Cl)s1	-43	-19	-10	-6	0	-18	11	8	19	-21	-20

Random draw from the library; 4.2% or so of the library scored in one or more.
